Source: PubChem BioAssay (several laboratories)
GC-A act – GC-A (human) enzyme activation; P16066; HEK293 GC-A cells, cGMP TR-FRET, EC30 ANP; 0% at EC30 ANP, 100% saturating ANP; activation, % at 10 µM; actives 0.14% (n = 370,000); AID 1671463; in the data active means activation above about 40%
ADAM10 inh – inhibitors of human ADAM10; inhibition, % at 7 µM; recombinant ADAM10, EDANS/DABCYL FRET peptide cleavage, 3 h; O14672; AID 720582; actives 0.62% (n = 370,000);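 active means inhibition above a per-campaign cutoff equal to the mean of compounds falling between control-based bounds plus 3 SD, cut at about 20% in these data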;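 further: 0% = DMSO wells while the 100% control is not disclosed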
Target sequence (O14672 214-748 limits assumed): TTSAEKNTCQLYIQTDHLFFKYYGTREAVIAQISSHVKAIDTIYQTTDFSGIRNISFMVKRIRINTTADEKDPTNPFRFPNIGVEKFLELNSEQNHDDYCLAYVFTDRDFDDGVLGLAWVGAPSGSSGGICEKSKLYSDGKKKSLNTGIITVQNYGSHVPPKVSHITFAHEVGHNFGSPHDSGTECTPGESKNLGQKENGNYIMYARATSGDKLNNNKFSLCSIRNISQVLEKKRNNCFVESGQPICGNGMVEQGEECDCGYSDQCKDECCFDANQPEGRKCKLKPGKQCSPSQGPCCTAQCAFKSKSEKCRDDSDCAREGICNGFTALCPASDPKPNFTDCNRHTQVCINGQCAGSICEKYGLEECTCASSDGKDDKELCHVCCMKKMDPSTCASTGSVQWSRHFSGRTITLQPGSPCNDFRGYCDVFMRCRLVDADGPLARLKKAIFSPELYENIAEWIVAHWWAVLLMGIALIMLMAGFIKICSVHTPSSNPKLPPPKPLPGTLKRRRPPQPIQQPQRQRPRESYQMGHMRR
sPLA2-III inh – Blocks human group III sPLA2 activity; AID 743126; QFRET BODIPY PC-A2 liposome hydrolysis, fluorescence; actives 0.56% (n = 370,000); Q9NZ20; inhibition, % at 12.2 µM;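 active means inhibition above mean plus 3 SD of compounds lying within the high and low control bounds, cut at about 19% in these data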;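 further: 0% = median of test compound wells and 100% = no enzyme DMSO wells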
Target sequence (Q9NZ20 whole entry, looked up): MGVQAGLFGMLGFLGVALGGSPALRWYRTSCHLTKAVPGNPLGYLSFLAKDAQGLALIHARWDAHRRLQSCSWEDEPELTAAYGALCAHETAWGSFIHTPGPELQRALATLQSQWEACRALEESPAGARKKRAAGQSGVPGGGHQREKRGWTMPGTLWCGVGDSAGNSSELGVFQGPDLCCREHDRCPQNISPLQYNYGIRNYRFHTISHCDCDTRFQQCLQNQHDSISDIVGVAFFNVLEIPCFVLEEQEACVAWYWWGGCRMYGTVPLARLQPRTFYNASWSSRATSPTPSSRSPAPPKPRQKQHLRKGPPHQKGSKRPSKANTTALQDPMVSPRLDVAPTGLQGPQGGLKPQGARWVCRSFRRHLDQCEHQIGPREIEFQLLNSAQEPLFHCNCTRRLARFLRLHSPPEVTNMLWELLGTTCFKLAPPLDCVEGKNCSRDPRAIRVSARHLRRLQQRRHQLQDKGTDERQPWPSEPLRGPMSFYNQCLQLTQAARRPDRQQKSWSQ
FXN GAA850 act – increases GAA850 frataxin promoter reporter activity; HEK293 lucGAA850 FXN promoter luciferase reporter, 24 h; percent of 10 µM SAHA response; actives 0.56% (n = 360,000); activation, % at 6 µM; AID 540364;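 active means activation above the average of all compounds screened plus 3 SD, cutoff fixed separately per campaign, cut at about 7.5% in these data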;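 further: 0% = DMSO wells and 100% = 10 µM SAHA wells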
hgDAF12 agonist – hgDAF-12 agonism, primary luciferase screen | activation, % at 6.8 µM | HEK293 GAL4-hgDAF12 UAS-luciferase reporter, agonist luminescence; normalized to butyrate control | actives 1.8% (n = 370,000);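 active means activation above a cutoff set at the mean of all screened compounds plus 3 SD, cut at about 10% in these data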;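 further: 0% = DMSO wells and 100% = sodium butyrate wells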
hcDAF12 agonist – activates DAF-12 receptor from parasite H. contortus. HEK293 hcDAF-12 lit1-tk-luc reporter, luminescence; 0% DMSO, 100% Δ7-dafachronic acid. activation, % at 6.8 µM. actives 1.4% (n = 370,000);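 active means activation above the mean of all tested compounds plus 3 SD, cut at about 5.5% in these data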;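 further: 100% = response to 3 µM Δ7-dafachronic acid high control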
DAX1 inh-1 – NR0B1 (DAX1) inhibition | P51843 | AID 504766 | actives 0.99% (n = 340,000) | HEK293 Gal4-DAX1 luciferase reporter, luminescence | inhibition, % at 6.75 µM;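 active means inhibition above the mean over all tested compounds plus 3 SD, cut at about 4.2% in these data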;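 further: 0% = DAX1-transfected cells with DMSO and 100% = empty-vector control cells with DMSO; inhibition shows as a rise in luminescence from relieved DAX1 repression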
ssDAF12 agonist – S. stercoralis DAF-12 activation, primary screen; HEK293 ssDAF-12/GRIP1 lit1-tk-luc reporter, luminescence; % of 3 µM dafachronic acid response; AID 652126; activation, % at 6.8 µM; actives 1% (n = 370,000);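 active means activation above the mean over all tested compounds plus 3 SD, cut at about 0.9% in these data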;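 further: 0% = DMSO-only wells and 100% = 3 µM delta7-dafachronic acid wells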
GC-B act – GC-B (human) receptor activation | activation, % at 10 µM | actives 0.11% (n = 370,000) | HEK293-GC-B cells, CNP EC30, cGMP TR-FRET; 0% at EC30 CNP, 100% saturating CNP | P20594 | AID 1920062;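 active means activation at 10 µM reaching about 35% in either raw or pattern-adjusted values, limit read from the data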
SMARCA2 activ – activators of SMARCA2 function; MG213 cells, MMTV-luciferase reporter, dexamethasone, overnight; activation, % at 9.1 µM; actives 1% (n = 370,000); AID 652017; in the data active means activation above about 7.8%;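 further: 0% = vehicle wells and 100% = reference activator wells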
DAX1 inh-2 – blocks DAX1 repression of SF-1 activated StAR promoter | HEK293T StAR-luciferase reporter, SF-1/DAX-1 repression relief | inhibition, % at 6.8 µM | actives 1.1% (n = 370,000) | AID 652010;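 active means inhibition above the mean over all tested compounds plus 3 SD, cut at about 3.6% in these data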;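 further: 0% = DAX-1 cells with DMSO and 100% = cells lacking DAX-1 with DMSO; higher inhibition means more luminescence from relief of DAX-1 repression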
* marks the source's active call; other numbers are inactive results; i = inactive; . = not tested or not shown.

SMILES	GC-A act	ADAM10 inh	sPLA2-III inh	FXN GAA850 act	hgDAF12 agonist	hcDAF12 agonist	DAX1 inh-1	ssDAF12 agonist	GC-B act	SMARCA2 activ	DAX1 inh-2
COC(=O)[C@H](C)NC(=O)NCc1ccccc1	4	0	2	-0.2	-0.5	0.3	-1.4	-1.3	0	-3	-0.3
c1ccc(COc2ccccc2CNC2CCCC2)cc1	-10	-3	-6	1.3	-3.6	-0.5	1.1	-1.6	-9	-1	-0.2
COc1ccccc1NCC(O)COc1ccc(C(C)(C)C)cc1 (centres undefined)	1	21*	9	0.6	0.6	-1.0	-1.8	-1.2	0	-1	-1.5
CC(C)c1ccc(C2(O)C(=O)Nc3cc(Br)ccc32)c(O)c1 (centres undefined)	-19	10	-33	-1.3	-0.3	1.4	-0.3	-0.5	-8	-4	-0.7
Cc1cccc(NC(=O)NCC(c2ccc(F)cc2)N2CCN(C)CC2)c1 (centres undefined)	3	-5	-4	2.3	-0.7	0.1	1.1	-0.7	1	0	0.2
CSc1ccc(CN2CCc3c([nH]c4ccccc34)C2)cc1	3	-2	5	0.2	-0.6	-1.2	1.8	-0.8	-2	-1	-0.3
CC(=O)N1c2ccc3ccccc3c2C(C)CC12CCCCC2 (centres undefined)	-1	-1	8	-0.1	-1.1	-2.2	0.3	-1.5	-2	0	-0.4
COc1ccc(OC)c(NCc2nnc(-c3ccccc3)o2)c1	-4	-1	0	1.1	-1.7	1.3	0.5	-1.4	-3	2	-0.1
CCCN1C(=O)/C(=C/c2ccc(OCc3ccc(C(=O)O)cc3)c(OC)c2)NC1=S	20	0	-8	0.9	0.1	0.6	.	-1.2	32	0	-0.1
COc1ccc(-c2cn(CCO)c(-c3ccc(Cl)nc3)n2)cc1	1	0	4	1.8	-0.4	1.3	0.1	-0.9	-1	2	0.4
Cc1cc(C)nc(CCNC(=O)C2CCC(=O)N(Cc3ccccc3F)C2)n1 (centres undefined)	-5	12	7	-0.9	1.8	-1.8	1.0	-0.8	-1	0	3.0
CSc1ncccc1C(=O)OCC(=O)NC(C)CCc1ccccc1 (centres undefined)	-3	-2	0	1.5	-3.0	-0.1	0.4	-1.2	0	0	2.3
COc1ccc(/C=C/C(O)=C2/C(=O)N(C)C3(C)CC2c2ccccc2O3)cc1 (centres undefined)	-23	2	-3	1.0	1.0	-0.5	-0.9	-0.4	-13	5	0.0
COc1ccccc1NS(=O)(=O)c1cc(NC(=O)CCc2nc3ccccc3c(=O)[nH]2)ccc1C	-4	-3	-16	-1.0	-4.6	-0.7	-2.3	-1.2	-1	-3	-3.1
CS(=O)(=O)c1ccc(C(=O)Nc2ccccc2N2CCOCC2)c(Cl)c1	1	10	2	-0.7	-0.4	0.1	0.2	-1.0	4	-3	-0.2
CCC(C(=O)OCC(=O)NCc1ccc2c(c1)OCO2)c1ccccc1 (centres undefined)	1	-6	3	1.3	2.1	-1.8	0.9	-1.0	-2	-1	1.4
CC1CCc2nc(/C(C#N)=C/c3ccncc3)sc2C1 (centres undefined)	0	i	-15	6.0	5.8	1.8	0.3	0.1	-1	1	0.7
O=C(CN1CCN(c2ccccc2)CC1)Nc1cccc([N+](=O)[O-])c1	1	1	1	1.2	0.3	-1.7	-0.1	-2.0	0	0	0.7
CCOc1ccc(CCN2C(=S)N([C@@H](Cc3ccc(O)cc3)CN3CCC[C@@H]3CN3C(=S)NC[C@@H]3CC(C)C)C[C@@H]2Cc2ccccc2)cc1	0	21*	-14	.	2.7	0.2	.	-0.9	2	-2	0.3
CCN(Cc1nc2ccccc2c(=O)[nH]1)C(=O)c1cc2c(s1)CCCCC2	-2	-4	0	1.4	4.1	-0.1	0.0	-0.8	2	-1	0.5
CC(C)CC(CO)N1CCN(C(=O)c2ccccc2)CCC1=O (centres undefined)	3	-1	0	0.8	-0.4	0.2	1.8	-1.5	2	2	0.2
Cc1n[nH]c(=O)c2c(NC(=O)CSc3nc4ccccc4c(=O)n3CCCO)oc(C)c12	2	-9	11	-1.7	-2.2	0.3	0.9	-0.8	-2	-2	-1.5
CCCCOC(=O)c1ccc(NC(=O)C(=O)NCC2CCCO2)cc1 (centres undefined)	4	-9	6	0.2	0.9	-1.2	0.4	-1.1	1	-3	0.1
Oc1ccccc1CNc1cnc2ccccc2c1	-3	i	-11	3.3	10	2.2	2.0	0.2	1	11*	1.6
Cc1ccc(S(=O)(=O)Nc2ccc3c(c2)C(=O)N([C@@H](C)CO)C[C@@H](C)[C@@H](CN(C)CC2CC2)OCCCC[C@@H](C)O3)cc1	-2	-3	-19	-1.9	-0.3	0.3	-0.1	-1.4	9	-2	0.7
CCc1ccc(NC(=O)C(NS(=O)(=O)c2cccc3nsnc23)c2ccccc2)cc1 (centres undefined)	-6	10	-19	0.7	-3.1	0.2	-1.2	-0.6	0	0	0.2
ClC1(Cl)CC1Cn1cnc2ccccc21 (centres undefined)	-7	9	-1	-1.1	-2.4	0.1	0.6	-1.4	-1	3	0.1
COc1cccc(NC(=S)NC2CC(C)CC(C)(C)C2)c1 (centres undefined)	-2	3	-1	-0.5	1.0	-1.6	0.5	-1.1	0	-5	-1.5
COc1cc(NC(=O)C2CC2)c(OC)cc1NC(=O)CCC(=O)NC1CCN(Cc2ccccc2)CC1	0	-7	9	0.2	0.8	0.6	-0.8	-1.4	-5	-3	-0.2
CCOCCCNC(=O)C1CCC(CNS(=O)(=O)c2ccc(Cl)cc2)CC1 (centres undefined)	1	0	-8	-1.2	-0.4	1.2	-0.9	-1.3	4	-7	0.5
N#Cc1nccnc1N1CCN(C(=O)Nc2ccccc2)CC1	0	-14	9	1.6	-1.1	0.3	2.8	-1.5	-7	-1	-0.6
CCC(CC)C(=O)N1CCN(Cc2nc3ccccc3c(=O)[nH]2)CC1	-2	15	4	-0.1	-1.6	0.1	-0.4	-0.6	4	-2	1.8
COc1ccc(CCNC(=O)CCC(=O)Nc2ccc3nc(N4CCN(C)CC4)cc(C)c3c2)cc1OC	0	-70	-2	1.9	0.3	-0.3	0.9	-1.5	2	-1	0.4
CC12CCC(C(=O)N(NC(=O)c3ccc(O)cc3)C1=O)C2(C)C (centres undefined)	5	-4	-3	1.5	-0.4	-2.6	1.0	-1.6	-4	0	0.4
COc1cccc(-c2nc(NC(C)C)c3ccccc3n2)c1O	21	4	-45	1.7	0.4	3.1	-0.9	0.1	8	-1	-1.0
CCc1nnc(NC(=O)CCc2c[nH]c3ccccc23)s1	-1	-4	-42	-0.6	1.1	1.7	0.2	-1.1	1	-2	-0.9
Cc1ccc(S(=O)(=O)N2CCC(C(=O)NC3CC(C)(C)NC(C)(C)C3)CC2)cc1C	0	-5	3	2.2	-1.6	0.9	-0.7	-1.0	0	-3	1.4
O=C1CCC/C(=N\NC(=O)c2ccc(COc3ccccc3-c3ccccc3)cc2)C1	-1	-38	-3	0.6	-0.3	-0.3	-1.2	-0.8	-6	-1	-0.4
N#Cc1c(N)n(CCc2ccc(F)cc2)c2nc3ccccc3nc12	14	i	-32	-0.4	0.4	-3.1	-0.7	-1.1	-10	3	-0.2
CC1(C)Oc2ccc3ccc(=O)oc3c2C[C@H]1O[C@@H]1O[C@H](CO)[C@@H](O)[C@H](O)[C@H]1O	0	i	-1	-1.3	-1.1	-1.4	0.1	-1.1	2	0	-0.3
CC(C)(C)c1nnc(N/N=C/c2cc(Br)ccc2O)n(N)c1=O	9	7	4	-14	-12	-4.2	-5.4	-1.5	-3	-2	-3.6
O=C(CCCOc1ccc(Cl)cc1Cl)N1CCN(c2ccccn2)CC1	1	-9	-16	2.6	1.3	-1.5	-0.1	-1.3	-5	-2	-0.5
Cc1ccc(-n2nc3c(c2NC(=O)C(C)(C)C)CSC3)c(C)c1	-10	1	9	2.1	-0.3	-1.6	-0.6	-1.3	-1	-1	-0.1
O=C(N/N=C/c1c[nH]c2ccccc12)c1cc(-c2cccc3ccccc23)n[nH]1	4	-5	1	-2.5	1.9	2.9	1.6	-1.1	-3	-1	0.6
COc1ccc(C(=O)CSc2nnc3ccc(-c4ccccn4)nn23)cc1	5	-2	-9	-0.2	-5.0	-1.9	-0.8	-2.1	-7	-3	0.6

Sorted by formula weight (smallest number first): some entries from above
SMILES	GC-A act	ADAM10 inh	sPLA2-III inh	FXN GAA850 act	hgDAF12 agonist	hcDAF12 agonist	DAX1 inh-1	ssDAF12 agonist	GC-B act	SMARCA2 activ	DAX1 inh-2
CC12CCC(C(=O)N(NC(=O)c3ccc(O)cc3)C1=O)C2(C)C (centres undefined)	5	-4	-3	1.5	-0.4	-2.6	1.0	-1.6	-4	0	0.4
CCC(CC)C(=O)N1CCN(Cc2nc3ccccc3c(=O)[nH]2)CC1	-2	15	4	-0.1	-1.6	0.1	-0.4	-0.6	4	-2	1.8
O=C(CCCOc1ccc(Cl)cc1Cl)N1CCN(c2ccccn2)CC1	1	-9	-16	2.6	1.3	-1.5	-0.1	-1.3	-5	-2	-0.5

Continued:
SMILES	GC-A act	ADAM10 inh	sPLA2-III inh	FXN GAA850 act	hgDAF12 agonist	hcDAF12 agonist	DAX1 inh-1	ssDAF12 agonist	GC-B act	SMARCA2 activ	DAX1 inh-2
O=C(O)c1cc2cc(F)ccc2[nH]1	1	-10	-2	-1.5	0.7	4.5	0.7	-0.6	3	-4	1.2
O=C(/C=C1\SC(=O)N(CC(=O)Nc2ccc(F)cc2)C1=O)Nc1ccc(Cl)cc1	5	4	-5	2.5	6.8	-0.9	0.9	-0.5	3	4	0.4
COc1ccc(N2CCN(C(=O)CSc3nnc4c5cc(C)ccc5n(C)c4n3)CC2)cc1	-1	2	1	-1.9	0.7	1.2	-0.2	0.3	-2	0	0.9
CSc1ccccc1NC(=O)CSCc1nc2sc(C)c(C)c2c(=O)[nH]1	-2	-20	4	-0.7	4.7	-0.3	3.1	-0.7	3	-2	-0.7
COc1ccc(C2CC(c3ccc(Cl)cc3)n3nc(N)nc3N2)cc1 (centres undefined)	0	-212	4	1.4	-0.9	-4.0	2.0	-0.8	1	-1	2.5
CCCCN(CCCC)Cc1cc(=O)oc2cc(C)c(Cl)cc12	-3	-21	16	.	0.3	2.1	.	-1.2	1	-4	-1.3
Cc1ccccc1CN1CCCCC(NC(=O)Cc2cccs2)C1=O (centres undefined)	5	10	0	.	-1.4	-2.7	.	-0.1	1	0	-0.8
C#CCOCCOCCOCCNc1nc(N2CCN(C(=O)[C@H](CCCCN)n3cc([C@@H](N)[C@H](C)CC)nn3)CC2)nc(N2CCN(C(=O)[C@H](CCCCN)n3cc([C@@H](N)CC(N)=O)nn3)CC2)n1	4	1	3	-0.3	0.8	-0.6	-0.8	-1.6	6	2	-0.3
O=C(C[C@@H]1C/C=C/CC[C@@H](Cc2ccc(F)cc2)C(=O)OCCNC1=O)N[C@H](CO)Cc1ccccc1	2	9	-5	-1.7	-1.5	1.2	-0.5	-1.3	5	0	0.1
CC1CN(C(=O)CN2C(=O)NC3(CCCCCCC3)C2=O)CC(C)O1 (centres undefined)	2	4	2	4.6	0.8	-1.1	0.8	-1.0	8	2	0.0
COc1cc(OC)c2c(C)cc(=O)oc2c1	0	i	-1	1.1	1.4	-1.2	0.8	-0.9	-1	1	-0.6
O=C(NCc1nnc(SCC(=O)N2CCCCC2)o1)c1ccc(F)cc1	0	-7	1	-1.5	-1.9	0.0	1.4	-0.9	-2	-2	-0.2
